# High-throughput results as filed in PubChem.
# Dicer inh – inhibitors of Dicer pre-microRNA processing, primary screen, biochemical, cat-ELCCA, chemiluminescence. z-score at 25 µM. actives 6% (n = 47,000). Endoribonuclease Dicer (Homo sapiens), Q9UPY3. cat-ELCCA pre-miR-21 Dicer processing; stronger effect = higher value; in the data active = z-score above about 3, passing the limit was not always enough;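 note: plate controls were vehicle for no effect and no enzyme for full effect; higher signal means more uncleaved substrate so more Dicer inhibition; strong numbers were not always called active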
# Target sequence (Q9UPY3 whole entry, looked up): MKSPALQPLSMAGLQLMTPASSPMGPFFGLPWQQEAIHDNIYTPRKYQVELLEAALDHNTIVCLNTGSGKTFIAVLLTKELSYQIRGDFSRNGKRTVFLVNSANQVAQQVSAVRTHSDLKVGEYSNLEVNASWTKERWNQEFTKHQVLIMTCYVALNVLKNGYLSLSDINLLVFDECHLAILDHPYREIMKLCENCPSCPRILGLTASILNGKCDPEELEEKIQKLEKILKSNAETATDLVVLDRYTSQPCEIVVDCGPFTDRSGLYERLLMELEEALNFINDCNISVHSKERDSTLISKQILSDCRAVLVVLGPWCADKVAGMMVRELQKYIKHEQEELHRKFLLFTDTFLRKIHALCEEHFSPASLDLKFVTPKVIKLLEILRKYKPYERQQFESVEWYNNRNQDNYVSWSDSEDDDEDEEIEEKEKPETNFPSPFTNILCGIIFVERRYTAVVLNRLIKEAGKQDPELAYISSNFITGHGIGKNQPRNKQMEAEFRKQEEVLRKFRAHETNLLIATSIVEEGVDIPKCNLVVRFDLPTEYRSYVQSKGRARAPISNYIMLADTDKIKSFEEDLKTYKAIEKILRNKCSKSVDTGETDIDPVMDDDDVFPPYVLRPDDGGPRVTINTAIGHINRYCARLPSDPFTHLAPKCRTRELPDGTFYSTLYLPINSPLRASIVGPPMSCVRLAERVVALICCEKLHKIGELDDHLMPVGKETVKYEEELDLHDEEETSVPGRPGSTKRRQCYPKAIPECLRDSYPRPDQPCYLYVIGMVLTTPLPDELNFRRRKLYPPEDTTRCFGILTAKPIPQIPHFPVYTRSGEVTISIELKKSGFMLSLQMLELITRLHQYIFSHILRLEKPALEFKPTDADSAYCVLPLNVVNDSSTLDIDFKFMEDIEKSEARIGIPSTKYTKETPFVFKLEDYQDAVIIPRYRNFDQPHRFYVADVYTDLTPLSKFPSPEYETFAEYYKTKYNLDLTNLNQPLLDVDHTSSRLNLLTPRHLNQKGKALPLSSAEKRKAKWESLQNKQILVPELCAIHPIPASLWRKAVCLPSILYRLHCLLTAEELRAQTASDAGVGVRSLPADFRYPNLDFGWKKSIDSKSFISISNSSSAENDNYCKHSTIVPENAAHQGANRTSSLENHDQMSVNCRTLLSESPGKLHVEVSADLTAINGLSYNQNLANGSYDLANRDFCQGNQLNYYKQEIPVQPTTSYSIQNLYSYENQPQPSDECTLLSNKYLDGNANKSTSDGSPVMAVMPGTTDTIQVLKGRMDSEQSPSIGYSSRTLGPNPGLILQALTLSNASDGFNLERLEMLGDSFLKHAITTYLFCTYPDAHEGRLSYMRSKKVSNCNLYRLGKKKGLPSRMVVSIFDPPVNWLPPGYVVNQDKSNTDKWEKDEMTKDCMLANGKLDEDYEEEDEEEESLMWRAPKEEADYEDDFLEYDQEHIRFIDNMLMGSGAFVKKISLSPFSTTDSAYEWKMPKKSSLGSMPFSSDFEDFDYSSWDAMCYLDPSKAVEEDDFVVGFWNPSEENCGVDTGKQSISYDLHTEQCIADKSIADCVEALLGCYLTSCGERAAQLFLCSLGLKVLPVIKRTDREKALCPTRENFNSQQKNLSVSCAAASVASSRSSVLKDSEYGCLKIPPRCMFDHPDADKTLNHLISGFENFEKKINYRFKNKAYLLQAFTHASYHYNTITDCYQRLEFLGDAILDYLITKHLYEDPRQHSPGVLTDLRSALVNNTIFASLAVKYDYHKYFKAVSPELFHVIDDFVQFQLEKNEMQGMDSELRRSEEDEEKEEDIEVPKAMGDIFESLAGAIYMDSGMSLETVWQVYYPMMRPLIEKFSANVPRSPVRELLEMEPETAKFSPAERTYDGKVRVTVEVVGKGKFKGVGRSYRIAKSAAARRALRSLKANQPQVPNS
# Active calls of the source: *; & = joins results of further samples. These rows are one share of the data (hit frequency here may not be typical).
# Start of the data: the first 3 compounds (preview)
SMILES,Dicer inh
CCOc1ccc(CN2CCN(Cc3ccc4c(c3)OCO4)CC2)cc1,-0.62
CCOC(=O)C(O)(NC(=O)c1ccccc1Cl)C(F)(F)F (configuration not stated),0.08
O=C1OC2(O)C3C4C=CC(C4)C3C(=O)N2c2ccccc21 (configuration not stated),4.94*

# The whole of this part (from the top)
SMILES,Dicer inh
CCOc1ccc(CN2CCN(Cc3ccc4c(c3)OCO4)CC2)cc1,-0.62
CCOC(=O)C(O)(NC(=O)c1ccccc1Cl)C(F)(F)F (configuration not stated),0.08
O=C1OC2(O)C3C4C=CC(C4)C3C(=O)N2c2ccccc21 (configuration not stated),4.94*
Cc1noc(C)c1NC(=O)NC1CCCCNC1=O (configuration not stated),-1.52
CCOC(=O)Cn1nnc(CSc2ccc(Cl)cc2)n1,-0.02
CCOc1ccc(S(=O)(=O)Nc2ccccn2)cc1C,0.48
NC(=O)C1CCN(C2CC(=O)N(c3ccccc3)C2=O)CC1 (configuration not stated),-3.14
CNC(=O)c1ccccc1S(=O)c1ccccc1CO (configuration not stated),1.76
COC(=O)c1sc(NC(=O)CSc2nnc3cc(C)c4ccccc4n23)c(C(=O)OC)c1C,-0.63
O=C(NC1CCCC1)NS(=O)(=O)c1ccccc1Cl,3.22*
Cc1ccc(C(=O)c2ccc(Br)cc2)cc1S(N)(=O)=O,1.91
CCCN1C(=O)C2(/C(=C(/O)c3ccc(F)cc3)C(=O)C(=O)N2CCN(C)C)c2ccccc21 (configuration not stated),2.28
CN(C)/C=C1/SC(=O)N(c2ccc(OC(F)(F)F)cc2)C1=O,-1.58
COC(=O)C1=C(C)NC2=C(C(=O)CC(c3ccc(Cl)cc3)C2)C1c1ccc(O)c(OC)c1 (configuration not stated),1.49
CCc1nc(N)c(C#N)c(-c2cccs2)c1C,-1.72
Cc1cc(S(=O)(=O)NCC2CCN(C(=O)OC(C)(C)C)CC2)c(C)o1,0.73
CCOC(=O)CSc1nc(Nc2ccccc2)c2cnc(N3CCOCC3)nc2n1,-1.22
CCc1cccc(C)c1NC(=O)Nc1c(Br)cnn1C,-1.23
CC(C)C1CC(=O)C=C2CCCCC21 (configuration not stated),-1.83
CCn1ccnc1C(O)c1ccc(OC)cc1 (configuration not stated),0.94
O=C(CCN(Cc1ccco1)S(=O)(=O)c1ccc(Cl)cc1)NNC(=O)c1ccc(Cl)cc1,0.5
CCOC(=O)C1=C(C)N=C2SCCC(=O)N2C1c1ccc(F)cc1 (configuration not stated),-1.84
Cc1cc(-c2nnc(SCC(=O)c3ccc4c(c3)OCCO4)o2)no1,-1.3
c1cc2c3c(cccc3c1)-c1nc3ccccc3nc1-2,-0.43
N#CCc1ccc(NC(=O)C2=CCCCC2C(=O)O)cc1 (configuration not stated),47.3

# 6 entries out of the list, ordered by length of the SMILES, smallest number first.
SMILES,Dicer inh
CC(C)C1CC(=O)C=C2CCCCC21 (configuration not stated),-1.83
CNC(=O)c1ccccc1S(=O)c1ccccc1CO (configuration not stated),1.76
c1cc2c3c(cccc3c1)-c1nc3ccccc3nc1-2,-0.43
CCOC(=O)C1=C(C)N=C2SCCC(=O)N2C1c1ccc(F)cc1 (configuration not stated),-1.84
CCOC(=O)CSc1nc(Nc2ccccc2)c2cnc(N3CCOCC3)nc2n1,-1.22
Cc1cc(S(=O)(=O)NCC2CCN(C(=O)OC(C)(C)C)CC2)c(C)o1,0.73

# (continued)
SMILES,Dicer inh
CCOC(=O)C1CC(=O)C(C(=O)OCC)CC1=O (configuration not stated),-0.45
CCc1ccc(C2C(C(=O)OC(C)C)=C(C)NC3=C2C(=O)CCC3)cc1 (configuration not stated),-0.57
O=C(Nc1ccccc1F)C1CC(=O)N(c2ccccc2)C1 (configuration not stated),0.61
c1ccc(C(c2ccccc2)N2CC(Sc3nc4ccccc4s3)C2)cc1,-1.15
CN(C)c1ccc(/C=C(\C#N)S(=O)(=O)c2cccs2)cc1,2.12
COC(=O)c1cc(=O)c2cccc(OC)c2[nH]1,-0.38
CS(=O)c1sc(Cl)c2c1C(=O)CCC2 (configuration not stated),-1.42
Cc1cccc(C2CC(=O)c3cnc4c(-c5ccc(F)cc5)c(C)nn4c3C2)c1 (configuration not stated),-0.19
CCN1CCCC1CN1CNC(=S)NC1 (configuration not stated),-0.44
COc1cccc(CNCc2ccc(OC)c3ccccc23)c1OC,1.04
Cc1ccccc1OCc1nc(C#N)c(NC(C)c2ccccc2)o1 (configuration not stated),-0.75
CCSC1=N/C(=C\c2cc3c(cc2Cl)OCO3)C(=O)S1,1.15
Cn1c(=O)c2c3oc(-c4ccc(Cl)c(Cl)c4)nc3c(=O)n(C)c2n(C)c1=O,-0.16
c1csc(C2CC(C3SCCS3)CS2)c1 (configuration not stated),-0.63
COc1ccc(-c2noc(-c3cccc(F)c3)n2)cc1,-0.1
COC(=O)CN1C(=O)C(O)(CC(=O)c2ccc(F)cc2)c2ccccc21 (configuration not stated),0.19
CSc1ccccc1NC(=O)Cn1cnc([N+](=O)[O-])n1,-0.09
Cc1ccc(-c2coc3cc4oc(=O)c5ccccc5c4cc23)cc1,1.62
CCC1CCCCN1C(=O)c1nn2c(c1Br)NC(c1cccs1)CC2C(F)(F)F (configuration not stated),-0.14
O=c1c2cc(-c3ccccc3)sc2ncn1/N=C/c1ccccc1,1.28
CN[C@H]1CC[C@@H](c2ccc(Cl)c(Cl)c2)c2ccccc21,-0.32&-0.68
O=C(Nc1cccc(Br)c1)c1ccn(C(=O)Nc2ccc(Cl)cc2)n1,0.74
COc1ccc(C(=O)CSc2nnc(-c3ccccc3Br)n2C)cc1,0.5
CSc1ncc(-c2ccc(Cl)cc2)n1C,-0.47
Cc1cc(S(=O)(=O)NC2CCN(Cc3ccccc3)CC2)c(C)cc1Cl,-0.56

# New compounds follow
SMILES,Dicer inh
N#Cc1ccc(CSC2=NCCCN2)cc1,0.28
CC1CCc2c(sc3nnn(CC(=O)N4CCCC4)c(=O)c23)C1 (configuration not stated),-0.75
Cc1[nH]c2ccccc2c1Cc1nnc(SCC(N)=O)o1,-3.85
COc1ccc(-c2noc(CCCOc3ccccc3)n2)cc1OC,1.59
CCOC(=O)C1C2C=CC3(CN(Cc4ccc(C)cc4)C(=O)C13)O2 (configuration not stated),2.95
Cc1onc(-c2c(Cl)cccc2Cl)c1NC(=O)N=S(C)(=O)c1ccc(Cl)cc1 (configuration not stated),0.99
O=c1c2c(nc3c(-c4ccccc4)c[nH]n13)CCCC2,0.32
O=C(Nc1cccc(-c2nc3cc(Cl)ccc3o2)c1)c1ccc([N+](=O)[O-])o1,2.49
CCc1cc2c(NC(CCSC)C(=O)O)ncnc2s1 (configuration not stated),2.06
N#Cc1cc2c(nc1SCC(=O)Nc1ccc(S(N)(=O)=O)cc1)CCCCC2,1.73
COC(=O)c1ccc(Cl)cc1NS(C)(=O)=O,-1.42
CC1(C)Cc2ccccc2-c2nc(-c3ccccc3)n(CCO)c(=O)c21,2.71
Cc1cc(OCc2nc(-c3ccccn3)no2)ccc1Br,0.08
CSc1nc(-c2ccccc2)nc(Sc2ccc(Cl)cc2Cl)c1C#N,-1.31
C[C@]12CC[C@@H]3c4ccc(O)cc4CC[C@H]3[C@@H]1CC[C@@H]2O,1.57
O=[N+]([O-])c1ccc(-c2csc(=NCc3cccnc3)n2-c2ccccc2)cc1,0.72
Cc1ccc(C2Nn3c(C)nnc3SC2C(=O)Nc2ccc(Br)cc2C)cc1 (configuration not stated),1.34
COC(=O)c1sc(N2C(=O)c3oc4ccc(C)cc4c(=O)c3C2c2ccc(F)cc2)nc1C (configuration not stated),0.77
CCOC(=O)N1CCc2c(sc3c2C(=O)NC(c2ccccc2F)N3)C1 (configuration not stated),1.08
COC(=O)C1=C(N)Oc2c(Br)cc(Br)cc2C1C(C#N)C(=O)OC (configuration not stated),-0.28
Cc1cc(C)nc(-n2[nH]c3nccc(-c4ccc(Cl)cc4)c3c2=O)n1,-0.85
Oc1c(CN2CCOCC2)cc(Br)c2cccnc12,-0.21
NC(=O)NO,-1.07
COCCCN1C(=O)CC(C(=O)OC)=C1C,0.55
C=C1CC(C)OC(C(C)(C)COC(=O)NC2CCCCC2)C1 (configuration not stated),-1.31

# Further records follow:
SMILES,Dicer inh
CC1CCN(C(=O)CCCC(=O)O)CC1,0.92
Cc1ccc(N2CC(O)=C(c3nc4ccccc4c(=O)[nH]3)C2=N)cc1Cl,-0.15
CCCc1nnc(NC(=O)Cn2c(=O)oc3cc(Br)ccc32)s1,-0.58
Cc1ccc(S(=O)(=O)Nc2cc(S(=O)(=O)c3ccc(C)cc3)c(O)c3cccnc23)cc1,-0.59
COc1cc2c(cc1O[C@@H]1O[C@H](CO)[C@@H](O)[C@H](O)[C@H]1O)CCN1CC=C3C=C[C@@H](OC)CC321 (some centres not stated),0.16
CCSCCOC(=O)C1=C(C)NC2=C(C(=O)CC(C)(C)C2)C1c1ccccc1F (configuration not stated),-1.13
COC(=O)c1scc(C)c1N1C(=O)c2ccccc2C1=O,-1.33
CCc1ccc(NCN2C(=O)c3ccccc3C2=O)cc1,2.66
c1cc(-c2nc3c4c5c(sc4ncn3n2)CCCCC5)ccn1,0.59
CC(C)OC(=S)Nc1cccc(Cl)c1,-0.04
O=C(O)C1=C(C(=O)NC2CCCc3ccccc32)SCCS1 (configuration not stated),-1.94
C=CCn1c(N)c(C(=O)NCC)sc1=S,1.97
O=C(CSC(=S)N1CCOCC1)c1ccc(Cl)cc1,-1.33
COC(=O)/C=C(\Nc1ccsc1C(=O)OC)C(=O)OC,-0.76
Cc1c2c(=O)[nH]ncc2c(-c2ccccc2)n1CCSCc1c(Cl)cccc1Cl,-1.63
CSc1ccccc1Cn1c(=O)cc(N)n(-c2ccccc2C)c1=O,7.89
C=CCn1c(SCC(=O)Nc2c(C#N)cnn2-c2ccccc2)nnc1-c1ccncc1,0.2
CC1CN(c2ncnc3sc4c(c23)CCCC4)CC(C)O1 (configuration not stated),0.64
CCC(CNCCO)Nc1nc2c(c(=O)n(C)c(=O)n2C)n1Cc1ccccc1 (configuration not stated),-0.22
COC(OC)c1ccc2c(N)c(C(=O)Nc3ccccc3)sc2n1,0.34
COC(=O)CSC1=C(C#N)C(=O)NC(c2ccco2)S1 (configuration not stated),-1.26
Cc1cc(C(=O)C(F)(F)F)c(C)n1-c1ccc(C(F)(F)F)cc1,-0.9
CCOC(=O)CSC1=C(C#N)C(c2ccc(Cl)cc2)CC(=O)N1 (configuration not stated),1.07
COc1cccc(CNCCSc2nnnn2C)c1OCc1ccc(Cl)cc1,-0.13
Cc1ccc(C2Sc3ccccc3N=C3c4ccccc4OCC32)cc1 (configuration not stated),-2.91

# A second format for 6 compounds above:
canonical_smiles	Dicer inh
N#Cc1ccc(CSC2=NCCCN2)cc1	0.28
Cc1cc(C(=O)C(F)(F)F)c(C)n1-c1ccc(C(F)(F)F)cc1	-0.9
CC1CN(c2ncnc3sc4c(c23)CCCC4)CC(C)O1 (configuration not stated)	0.64
COc1cc2c(cc1O[C@@H]1O[C@H](CO)[C@@H](O)[C@H](O)[C@H]1O)CCN1CC=C3C=C[C@@H](OC)CC321 (some centres not stated)	0.16
CSc1nc(-c2ccccc2)nc(Sc2ccc(Cl)cc2Cl)c1C#N	-1.31
O=[N+]([O-])c1ccc(-c2csc(=NCc3cccnc3)n2-c2ccccc2)cc1	0.72

# Going on with the list.
SMILES,Dicer inh
COc1ccc(C2C(C(=O)OC(C)(C)C)C(=O)CC(C)(O)C2C(=O)OC(C)(C)C)cc1 (configuration not stated),2.34
O=[N+]([O-])c1ccc(NCc2ccc(Cl)c(Cl)c2)nc1,-0.66
COc1ccc(-n2cc(C#N)c(=O)[nH]c2=O)cc1,-0.54
Cn1c(=O)[nH]c(=O)c2c1nc(NCCCO)n2CCO,-0.15
O=S(=O)(c1ccc(F)cc1F)n1nccc1-c1ccc(-c2ccc(F)cc2F)o1,-1.11
CCN(CC)c1ccc(NC(=O)CSc2nc(-c3ccco3)cc(C(F)(F)F)n2)cc1,0.18
O=S1(=O)CCN(Cc2ccc3c(c2)OCCCO3)CC1,0.5
N#Cc1cccnc1N1CCN(C(=O)Nc2ccc(OC(F)(F)F)cc2)CC1,3.13*
Cc1c(C(=O)NNC(=O)c2ccc(Cl)cc2)sc2nc(-c3ccc(Cl)cc3)nn12,-0.3
Cc1ccc(Sc2ncc(C(=O)OCc3ccc(Cl)cc3)c(C(F)(F)F)n2)cc1,-2.56
O=S(=O)(NCc1csc(-c2cccs2)n1)c1ccc(Oc2ccccc2)nc1,-0.02
O=C1NS(=O)(=O)c2ccccc2S(=O)(=O)c2ccccc21,1.05
CCc1cccc(C)c1N=C(C#N)C1=C(O)c2ccccc2C1=O,-1.85
CCOC(=O)CSC(=S)Nc1ccc(Cl)cc1,0.5
CCSC1=C(C#N)C(=O)NC(c2ccccc2O)S1 (configuration not stated),-1.33
N#Cc1c(NC(=O)c2ccc(Cl)cc2)sc2c1CCCC2,1.44
CCOC(=O)c1cc(C#N)c(N2CCN(C(=O)c3snnc3C)CC2)nc1C(F)(F)F,-1
O=C(O)/C=C/C(=O)NC1CCCCCCCCCCC1,1.01
COc1ccc(NC(C)=O)cc1Cl,-1.2
Clc1ccc(CSc2ncnc3sc4c(c23)CCCC4)c(Cl)c1,-0.72
CCCCOC(=O)Nc1ccc(N(CC)CC)cc1,2.02
CC(C)(C)c1ccc(/C(N)=N/OC(=O)CCSc2cccs2)cc1,-2.28
O=C(Nc1cccc(-n2cccc2)c1)Nc1csc2ccccc12,1.44
CC(C)NC(=O)Nc1ccc(OCc2ncc(C(F)(F)F)cc2Cl)cc1,-1.7
CC(C)N(Cc1ccccc1)C(=O)Nc1ccc(C(C)(C)C)cc1,-0.81
COC(=O)C(NC(=O)Nc1ccccc1)C(C)C (configuration not stated),-0.47
FC(F)(F)c1ccc(-c2nnc(-c3ccc4nsnc4c3)o2)cc1,0.63
CC(C)c1ccc2oc(-c3ccc(NC(=O)c4cncc(Br)c4)cc3)nc2c1,-1.3
CN(C)CCCNC(=O)C(=O)Nc1ccccc1Oc1ccc(Cl)cc1Cl,0.16
CC(C)(C)c1ccc(C(=O)/C=C2\NC(=O)CS2)cc1,-2.26
